PrPC surface inh = inhibitors of human cell surface prion protein PrPC, primary screen, cell-based, TR-FRET | actives 0.43% (n = 370,000) | TR-FRET read-out | inhibition, % at 13.8 µM | Major prion protein (Homo sapiens), P04156 | AID 720596, 2013; in the data active = inhibition above about 24%; also: 0% = median of the test wells and 100% = reference compound wells
Mtb UGM inh = M. tuberculosis UGM enzyme inhibitors, primary screen, biochemical, fluorescence polarization, single point; UDP-galactopyranose mutase (Mycobacterium tuberculosis (strain ATCC 25618 / H37Rv)), …; purified UGM, fluorescence polarization probe displacement; inhibition, % at 10 µM; actives 0.06% (n = 320,000); AID 504406, 2011; in the data active = inhibition above about 10%, passing the limit was not always enough
Target sequence (P9WIQ1 whole entry, looked up): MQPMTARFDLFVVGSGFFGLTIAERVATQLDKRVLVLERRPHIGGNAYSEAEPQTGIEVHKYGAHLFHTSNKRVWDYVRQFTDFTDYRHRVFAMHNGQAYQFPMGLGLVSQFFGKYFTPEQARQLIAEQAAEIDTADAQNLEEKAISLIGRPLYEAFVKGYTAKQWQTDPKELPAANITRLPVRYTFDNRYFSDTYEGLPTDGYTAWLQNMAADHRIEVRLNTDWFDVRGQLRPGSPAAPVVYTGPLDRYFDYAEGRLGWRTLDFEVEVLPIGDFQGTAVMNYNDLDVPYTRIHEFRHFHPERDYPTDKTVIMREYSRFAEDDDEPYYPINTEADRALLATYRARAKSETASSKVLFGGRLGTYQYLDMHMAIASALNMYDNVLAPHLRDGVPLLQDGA
CCHF vOTU inh = CCHFV vOTU protease inhibitors, primary screen, biochemical, Pep-AMC substrate, fluorescence; Crimean-Congo hemorrhagic fever virus L polyprotein viral ovarian tumor (vOTU) protease …; inhibition, % at 11.5 µM; actives 0.55% (n = 370,000); in the data active = inhibition above about 30%; also: 0% = vehicle wells with enzyme and 100% = no enzyme wells
Active calls of the source: *. An excerpt. The share of hits here may be higher or lower than overall.

The first two entries, ahead of the listing:
SMILES | PrPC surface inh | Mtb UGM inh | CCHF vOTU inh
O=C(CSc1nnc(NC(=O)c2ccccc2Cl)s1)Nc1ccc2c(c1)oc1ccccc12 | -4.3 | -1.8 | 4.2
CCN(CC)CCN(C(=O)c1ccc(N2C(=O)CCC2=O)cc1)c1nc2cc3c(cc2s1)OCO3 | -8.1 | -0.5 | 9.2

Main list, from the start:
SMILES | PrPC surface inh | Mtb UGM inh | CCHF vOTU inh
O=C(CSc1nnc(NC(=O)c2ccccc2Cl)s1)Nc1ccc2c(c1)oc1ccccc12 | -4.3 | -1.8 | 4.2
CCN(CC)CCN(C(=O)c1ccc(N2C(=O)CCC2=O)cc1)c1nc2cc3c(cc2s1)OCO3 | -8.1 | -0.5 | 9.2
Cc1cnn(C(=O)c2ccccc2Br)c1 | 2.1 | 1.7 | 6.5
O=C1NC(=O)N(c2ccccc2)C(=O)/C1=C\c1ccc([N+](=O)[O-])s1 | -11.4 | -0.6 | -0.8
CC(C)n1nc(C(=O)N2CCN(S(=O)(=O)c3cccs3)CC2)c2ccccc2c1=O | 3.4 | 0.8 | -3.2
Cc1cc2ncn(-c3ncnc4sc5c(c34)CCCC5)c2cc1C | -0.4 | 4.4 | 3.8
C#CCOCCOCCOCCNc1nc(N2CCN(C(=O)[C@H](CCC(=O)O)n3cc(C(N)CO)nn3)CC2)nc(N2CCN(C(=O)[C@H](Cc3ccc(O)cc3)n3cc(C(N)[C@H](C)CC)nn3)CC2)n1 (stereo not given in full) | -12.0 | -2.2 | 7.3
O=C(C1=C[C@H](c2csc3ccccc23)C[C@H](OCc2ccc(CO)cc2)O1)N1CCCCCCC1 | 1.5 | -0.6 | -4.2
CN1CCN(C2Cc3ccccc3Sc3cc(C(F)(F)F)ccc32)CC1 (stereo not given) | -4.0 | -0.8 | -2.4
O=C1/C(=C/c2cccnc2)CCC/C1=C\c1cccnc1 | 0.6 | 0.7 | 7.6
COC(=O)[C@@]1(Cc2ccc(F)cc2)[C@H]2c3cc(C(=O)N(C)C)n(Cc4ccccn4)c3C[C@H]2CN1C(=O)c1ccccc1 | -2.8 | 0.1 | -3.9
NC(=O)CC[C@@H]1NC(=O)[C@@H]2CCCN2C(=O)c2cc([N+](=O)[O-])cc(I)c2NCCC[C@@H](C(=O)NC(CC(=O)O)C(N)=O)NC1=O (stereo not given in full) | -16.7 | 2.7 | 3.2
COc1cccc(-c2ccc(=O)n(CC(=O)Nc3ccc(S(=O)(=O)NCC(C)C)cc3)n2)c1 | -3.2 | -3.2 | -3.5
COc1cc2c(cc1OC)C(c1c(O)n(CCc3ccccc3)c(=S)[nH]c1=O)NCC2 (stereo not given) | -8.1 | 0.5 | -23.3
Cn1c(=O)cc(SCC(=O)Nc2ccccn2)c2ccccc21 | 5.0 | -2.7 | -4.2
CN(C)CCOC1c2ccccc2C=Cc2ccccc21 | -11.3 | 3.3 | -7.4
CC1(C)C2CCC1(C)C(OC(=O)CC(=O)O)C2 (stereo not given) | -2.8 | 4.5 | -13.1
C/C(=N\NC(=O)c1ccccn1)c1ccc(C(=O)O)s1 | -10.4 | 4.4 | -10.7
CNC(=O)c1c(NC(=O)c2ccc(S(=O)(=O)N(C)c3ccccc3)cc2)sc2c1CCN(C(C)C)C2 | -10.9 | -2.4 | 14.2
O=C(N/N=C/c1ccncc1)c1cccc([N+](=O)[O-])c1 | -14.6 | 0.0 | 4.5
O=C(CN1C(=O)c2ccccc2C1=O)Nc1nc(-c2cccc([N+](=O)[O-])c2)cs1 | -3.9 | -0.1 | 2.9
O=C(NC1CC1)c1ccc2c(c1)S(=O)(=O)c1cc(Cl)ccc1C2=O | -10.2 | 0.4 | 1.4
CCCc1nc2sc3c(=O)[nH]cnc3c2c2c1CCCC2 | 12.8 | -1.1 | -10.8
CCOC(=O)N1CCc2c(sc(N)c2C#N)C1 | -4.0 | -1.7 | -6.1
O=[N+]([O-])c1cc(/C=N/Nc2nc3ccccc3[nH]2)c(O)cc1O | -16.4 | 0.2 | 13.8
O=C(/C=C/c1cccc(Br)c1)Nc1nn[nH]n1 | -9.9 | 2.6 | -9.7
CCOC(=O)N1CCN(C(=O)c2ccc3c(=O)n4c(nc3c2)CCCCC4)CC1 | -0.7 | -1.7 | -1.7
COc1ccc(OC)c(Nc2nnc(C)c(=O)[nH]2)c1 | 13.7 | 1.3 | 6.1
CCO[C@@H]1OC(C(=O)N2CCN(Cc3ccc4c(c3)OCO4)CC2)=C[C@H](c2ccc3c(c2)OCO3)[C@H]1CCCO | 4.2 | -1.2 | -0.1
COc1ccc(-c2noc(CCC(=O)Nc3nc4ccccc4s3)n2)cc1 | -2.6 | -0.8 | 6.7
COc1cc([N+](=O)[O-])ccc1NC(=O)CSc1nc2ccccc2n1-c1ccccc1 | 3.8 | 0.6 | 0.7
CCOC(=O)N1CCC(N(CCN(C)C)C(=S)Nc2ccc(OCC)cc2)CC1 | 3.0 | 2.6 | -11.3
CN(C)c1ccc(CNc2ccc3c(c2)ncn3C)cc1 | -1.4 | 1.4 | -3.4
C(=N\Nc1nc2ccccc2s1)/c1ccccn1 | 15.2 | 1.9 | 11.5
COc1cc(/C=C2\SC(=Nc3ccc(O)cc3)NC2=O)cc(OC)c1OC | -1.8 | -1.9 | -16.6
C/C=C\C(=O)Nc1cccc(C2=NOC3(C2)C[C@@H](C(N)=O)N(C(=O)c2ccc(OC)cc2)C3)c1 (stereo not given in full) | -4.2 | 2.8 | -10.9
CCOC(=O)c1c(NC(=O)CSc2nc3cc(Cl)ccc3s2)sc(C(C)=O)c1C | 0.1 | 0.8 | -9.6
COCCn1c(C(=O)N2CCCC2)cc2c1C[C@H]1CN(C(=O)c3ccccc3)[C@@](Cc3ccc(F)cc3)(C(=O)OC)[C@@H]21 | 5.7 | 1.4 | 11.6
CCN1C(=O)[C@H]2[C@@H](c3ccc(-c4ccc(F)cc4)c(OC)c3)N[C@@](CC(C)C)(C(=O)OC)[C@H]2C1=O | -6.8 | 0.1 | 6.2
Cc1ccc2[nH]c3c(=O)n(CCC4=CCCCC4)cnc3c2c1 | -2.8 | 1.2 | 2.4

Results in PrPC surface inh, for some of the entries so far:
compound	PrPC surface inh
O=[N+]([O-])c1cc(/C=N/Nc2nc3ccccc3[nH]2)c(O)cc1O	-16.4
O=C(/C=C/c1cccc(Br)c1)Nc1nn[nH]n1	-9.9
CCOC(=O)N1CCN(C(=O)c2ccc3c(=O)n4c(nc3c2)CCCCC4)CC1	-0.7

Next section.
SMILES | PrPC surface inh | Mtb UGM inh | CCHF vOTU inh
Cc1nn(C)c(C)c1/C=N/NC(=O)c1csc2ccccc12 | 4.4 | -1.7 | 14.0
Cc1ccc2[nH]c3c(c2c1)CN(C(=O)CN1CCN(C(=O)c2ccco2)CC1)CC3 | -11.7 | 2.5 | 2.2
CCN1C(=O)[C@@H]2[C@H](C1=O)[C@@H]1CC(C(=O)OC)=C[C@@H](C(=O)OC)C3C1=C(C(=O)C3(CC)CC)[C@@H]2C (stereo not given in full) | -0.8 | -2.5 | 5.3
COc1ccc(CCN(C)C(=O)c2ccc(S(=O)(=O)Nc3ccccc3C)cc2)cc1OC | 6.3 | -1.4 | -4.4
C=C(C)c1sc(-c2ccccc2)nc1C | 3.3 | -1.9 | 14.6
CC(=O)Nc1ccc(S(=O)(=O)N2C(=O)c3cccc4cccc2c34)cc1 | -2.9 | -1.3 | 9.7
COc1ccccc1N1CCN(/N=C/c2ccc(O)c(O)c2)CC1 | -2.7 | 3.0 | 5.8
CC[n+]1c(/C=C/C=C/N(C(C)=O)c2ccccc2)sc2cc(OC)ccc21 | 0.8 | -4.9 | 5.6
COc1cc(C(=O)Nc2ccc3ccccc3c2)cc(OC)c1OC | 4.7 | 2.2 | -4.9
O=C1C=CCC(/C=C/c2ccccc2)O1 (stereo not given) | 5.2 | 2.6 | 13.7
COc1ccc(-c2nc(NC(=O)CSc3nnc4ccccn34)ns2)cc1 | -5.2 | 1.5 | 2.8
O=S(=O)(Nc1nc2ccccc2nc1-[n+]1cccc(N=C([O-])c2ccc(Cl)cc2)c1)c1ccccc1 | -6.2 | 6.6 | 2.3
O=[N+]([O-])c1cc(O)c2ncccc2c1 | -22.0 | 2.8 | 34.9*
CN1CCN(C(=O)CN(c2ccccc2)S(=O)(=O)N(C)C)CC1 | -6.1 | -1.1 | -10.6
Cc1ccc2sc(-c3ccc(NC(=O)CCN4C(=O)c5ccccc5C4=O)cc3)nc2c1 | 10.1 | -2.7 | -18.7
O=C(COC(=O)c1sc2cc(Cl)ccc2c1Cl)Nc1ncc(Cl)cc1Cl | 2.6 | 0.6 | 1.4
CCCCN1c2cc(C)c(O)cc2C(C(=O)OCC)C1C (stereo not given) | -3.0 | 0.4 | 11.2
Cc1ccc2c(c1)NC(=O)c1cccc([N+](=O)[O-])c1CO2 | -3.9 | 0.0 | -18.7
O=C(Cc1cc(=O)[nH][nH]1)N/N=C/c1ccccc1Cl | 0.5 | -3.3 | -7.8
COc1ccc(/C=N/n2cnc3c([nH]c4ccc(Br)cc43)c2=O)cc1CN1CCOCC1 | 13.3 | 0.6 | -9.6
CC1NC(=O)c2ccccc2-n2c1nc1cc(F)ccc1c2=O (stereo not given) | 6.3 | 0.4 | 15.2
CCN(CC)CCn1c(=S)[nH]c2cc(C(=O)N3CC=C(c4ccccc4)CC3)ccc2c1=O | 0.0 | -2.5 | -9.9
Cc1sc2nc(CN3CCC(C)CC3)nc(Cl)c2c1C | 4.1 | -2.8 | 13.9
COc1ccc(S(=O)(=O)NCc2ccc(C(=O)NCc3cccnc3)cc2)cc1 | -0.5 | 4.0 | -7.6
CC(C)CC1NC(=O)c2cc(Cl)ccc2-n2c1nc1ccccc1c2=O (stereo not given) | 4.9 | -1.7 | 4.9
O=C(CN1CCN(C(=O)c2cccc(F)c2)CC1)NC1CCCCC1 | 2.1 | 0.2 | -4.7
CS(=O)(=O)c1ccc(CNC(=O)C2(C(F)(F)F)CC(CCCO)CCCO2)cc1 (stereo not given) | -6.5 | -0.1 | -7.1
CC(C)Cn1c(SCC(=O)N2CCCc3ccccc32)nc2ccccc2c1=O | 11.8 | -0.4 | 4.7
C=CCn1cnc2c(c1=O)c1nc3ccccc3nc1n2-c1ccc(C)cc1 | -19.8 | -1.2 | -4.3
COc1ccc2[nH]c(C)c(C(=O)CN(C)CC3OCCO3)c2c1 | -10.0 | 1.0 | 9.4
O=C1CSC(c2cn(-c3ccccc3)nc2-c2cccs2)N1Cc1ccccc1 (stereo not given) | -6.7 | 0.6 | -4.5
COc1ccc(/C=N/NC(=O)c2ccncc2)cc1COc1ccc(NC(C)=O)cc1 | -8.5 | 0.4 | 0.1
COC(=O)c1cc(C)nc(Sc2ccccc2N)n1 | 6.9 | 3.1 | -9.7
Cc1ccc2c(c1)-n1c(nc3ccccc3c1=O)C(Cc1ccc(O)cc1)NC2=O (stereo not given) | 1.3 | 0.2 | 8.7
Cc1cc(C)c(NS(=O)(=O)c2ccc(NC(=O)/C=C/C(=O)O)cc2)c(C)c1 | 0.7 | 1.1 | 14.8
O=C(NNC(=O)c1cccs1)c1ccc([N+](=O)[O-])cc1 | -23.9 | -2.1 | 5.1
COc1ccc2c(c1)C(=O)[C@H](O)[C@@H](c1ccc(OC)c(Br)c1)O2 | -0.9 | 1.4 | -11.4
COc1ccc(C(c2c(O)nc[nH]c2=O)c2c(O)nc[nH]c2=O)cc1 | -8.9 | -1.5 | -0.7
Nc1ccc2nc(-c3ccc(-c4nc5ccc(N)cc5[nH]4)cc3)[nH]c2c1 | 26.2* | 4.4 | 35.9*
C1=C(c2c[nH]c3ccccc23)CCNC1 | -1.4 | -1.2 | 8.1

Ordered by heavy-atom count (smallest number first): part of the list above.
SMILES | PrPC surface inh | Mtb UGM inh | CCHF vOTU inh
Nc1ccc2nc(-c3ccc(-c4nc5ccc(N)cc5[nH]4)cc3)[nH]c2c1 | 26.2* | 4.4 | 35.9*
Cc1cc(C)c(NS(=O)(=O)c2ccc(NC(=O)/C=C/C(=O)O)cc2)c(C)c1 | 0.7 | 1.1 | 14.8
COc1ccc(S(=O)(=O)NCc2ccc(C(=O)NCc3cccnc3)cc2)cc1 | -0.5 | 4.0 | -7.6

Other entries follow:
SMILES | PrPC surface inh | Mtb UGM inh | CCHF vOTU inh
Cn1cccc1/C=N/NC(=O)c1sc2cc(Cl)ccc2c1Cl | 0.9 | -1.6 | -7.2
c1ccc2c(CNC3CCCCC3)c[nH]c2c1 | 8.5 | 2.5 | -6.9
COc1ccc(NC(=O)c2ccc3c(SCC(=O)O)c4c(nc3c2)CCCC4)cc1Cl | -0.6 | 2.3 | -4.3
Cc1cc(-n2c(C)c3c(C)nnc(C)c3c2C)ccc1N | -2.0 | 0.6 | 7.9
COc1cccc(C2=CC(c3ccc(OC)c(OC)c3)NC(=S)N2)c1 (stereo not given) | -0.6 | -0.3 | -4.7
Cn1c(/N=C/c2cc(Cl)ccc2O)nc2ccccc21 | 5.0 | 2.4 | -0.6
CCSCc1nnc(SCC(=O)Nc2nc(C)cs2)n1C | 10.6 | 3.0 | -2.3
N#C/C(=C\c1ccc(OCc2ccccc2)cc1)C(=O)Nc1ccc(C(=O)O)cc1 | 5.7 | -0.2 | 10.9
O=C(c1cc2ccccc2c(=O)o1)N1CCCC1 | 7.7 | -2.3 | 1.2
CN1C(=O)c2ccccc2C(C(=O)NCCCN2CCCC2=O)C1c1c[nH]c2ccccc12 (stereo not given) | -2.1 | 2.8 | 6.8
COc1ccc(NC(=O)c2cccc(C(=O)Nc3ccc(OC)cc3)n2)cc1 | -0.6 | -0.5 | -20.9
COC(C[C@H]1O[C@@H]1C(=O)COCc1ccccc1)OC | 12.4 | -0.9 | 2.8
COC(=O)c1cccc(C23CC4(C2)[C@H](CN(Cc2cccnc2)[C@@H]4c2ccccc2)C3c2ccc(C(F)(F)F)cc2)c1 (stereo not given in full) | 6.4 | 3.8 | 10.1
Cc1cc(C)cc(SCc2noc(C(=O)NCC3CC3)c2C(=O)NCC2CC2)c1 | -4.6 | 2.7 | 11.5

Source: PubChem BioAssay (several laboratories)
